RXFP1 antagonist: qHTS Assay for Antagonists of the Relaxin Receptor RXFP1; HEK293-RXFP1, relaxin-stimulated cAMP HTRF, 30 min; hits give low values; activity change, negative = inhibition, % at 57.5 µM; 0.59% of 350,000 active; AID 1259400, 2018;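 active = activity change of -60% or lower, but not beyond a set lower limit; inconclusive = change between -60% and -40%, or beyond the set limit; inactive = change above -40%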; also: % is scaled to controls: 0 for no effect and ±100 for the full control effect
POLK inh: qHTS for Inhibitors of Polymerase Kappa; DNA polymerase kappa (Homo sapiens), Q9UBT6; Potency, µM (series often up to 107 µM), for the others: at the top dose activity, negative = inhibition, most hits filed as inhibitors; purified Pol kappa, fluorescent DNA synthesis assay, 10 min; 0.53% of 400,000 active; also: potency is read from the fitted curve at half-maximal effect; % is scaled to controls: 0 for no effect and ±100 for the full control effect
Target sequence (Q9UBT6 whole entry, looked up): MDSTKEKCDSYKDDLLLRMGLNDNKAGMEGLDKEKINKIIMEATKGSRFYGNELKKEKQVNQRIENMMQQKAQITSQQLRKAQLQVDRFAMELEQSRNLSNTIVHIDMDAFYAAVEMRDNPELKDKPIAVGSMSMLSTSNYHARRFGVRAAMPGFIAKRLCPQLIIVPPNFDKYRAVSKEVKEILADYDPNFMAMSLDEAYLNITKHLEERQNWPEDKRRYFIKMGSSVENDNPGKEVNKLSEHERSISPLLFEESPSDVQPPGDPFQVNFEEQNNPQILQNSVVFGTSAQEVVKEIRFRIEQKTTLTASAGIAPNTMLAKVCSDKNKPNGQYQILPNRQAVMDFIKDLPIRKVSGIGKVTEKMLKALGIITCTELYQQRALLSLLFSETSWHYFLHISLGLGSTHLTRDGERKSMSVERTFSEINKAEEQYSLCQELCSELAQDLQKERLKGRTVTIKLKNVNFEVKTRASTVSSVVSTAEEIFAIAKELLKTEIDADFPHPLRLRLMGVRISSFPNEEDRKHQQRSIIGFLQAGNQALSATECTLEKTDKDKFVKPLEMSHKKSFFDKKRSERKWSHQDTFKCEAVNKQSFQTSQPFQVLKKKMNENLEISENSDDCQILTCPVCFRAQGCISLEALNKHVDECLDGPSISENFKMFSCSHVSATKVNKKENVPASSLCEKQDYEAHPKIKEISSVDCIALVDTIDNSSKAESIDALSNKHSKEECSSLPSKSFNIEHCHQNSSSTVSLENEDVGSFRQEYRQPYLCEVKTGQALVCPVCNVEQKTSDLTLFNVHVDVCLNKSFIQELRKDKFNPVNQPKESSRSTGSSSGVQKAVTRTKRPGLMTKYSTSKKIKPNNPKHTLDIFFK
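Fluorescent qHTS in 1536-well format: enzyme (10 nM) and compound sat 15 min at room temperature before 50 nM substrate (final) was added. Signal taken at 0 and 10 min; no-enzyme buffer wells were negative controls.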
POLI inh: qHTS for Inhibitors of Polymerase Iota | DNA polymerase iota (Homo sapiens), Q9UNA4 | Pol iota fluorescent replication assay, 10 min | Potency, µM (highest dose often 115 µM), for the others: at the top dose activity, negative = inhibition, hits mostly inhibitors | 1% of 390,000 active; also: potency is read from the fitted curve at half-maximal effect
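Pol iota at 10 nM preincubated 15 min with compounds at room temperature; reaction started with fluorescent substrate, 50 nM final. Fluorescence read kinetically at 0 and 10 min; buffer-only wells as negative control.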
BLM helicase inh: qHTS Assay for Inhibitors of Bloom's syndrome helicase (BLM). recombinant BLM DNA unwinding, fluorescence dequenching. Potency, µM (titrated, usually from 56.1 µM), for inactives: at the top dose activity change, negative = inhibition, hits mostly inhibitors. RecQ-like DNA helicase BLM (Homo sapiens), P54132. AID 2528, 2010. 0.2% of 350,000 active;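 also: potency is read from the fitted curve at half-maximal effect; plate controls were vehicle for no effect and no enzyme for full effect; nearly all actives have a fitted effect of over 35% in size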
PGK inhibitor: qHTS Assay to Find Inhibitors of Phosphoglycerate Kinase; Phosphoglycerate kinase, glycosomal (Trypanosoma brucei brucei), P07378; PGK/GAPDH coupled, Kinase-Glo luminescence, 60 min; AID 602233, 2012; 0.043% of 380,000 active; Potency, µM (titrated, usually from 57.5 µM), for inactives: top-dose activity change, negative = inhibition, hits mostly inhibitors; also: potency is read from the fitted curve at half-maximal effect; % is scaled to controls: 0 for no effect and ±100 for the full control effect; nearly all actives have a fitted effect of over 60% in size
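Recombinant glycosomal PGK reaction used 1,3-bisphosphoglycerate generated in-well by GAPDH (100nM final) in 100mM TEA pH 7.6, 5mM MgCl2, 0.01% Tween-20. After 60 minutes at room temperature, ATP was read by Kinase-Glo Plus luminescence end-point.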
POLB inh: qHTS Assay for Inhibitors of DNA Polymerase Beta; Pol beta primer extension/strand displacement, fluorescence kinetic; Potency, µM (top dose mostly 114 µM), for the others: top-dose activity change, negative = inhibition, usual class: inhibitors; 1.3% of 340,000 active; also: potency is read from the fitted curve at half-maximal effect; % is scaled to controls: 0 for no effect and ±100 for the full control effect
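Reaction started by 50 nM substrate onto compound-treated Pol beta (10 nM, 15 min preincubation, room temperature); plates read at 0 min and 10 min. Normalized concentration-effect data fitted by four-parameter Hill equation.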
Anesthetic bind: qHTS Assay for Identification of Novel General Anesthetics. Ferritin light chain (Equus caballus), P02791. apoferritin/1-aminoanthracene competitive binding, fluorescence. Potency, µM (titrated, usually from 77.5 µM), inactives show top-dose activity change, negative = displacement, hits mostly inhibitors. 0.074% of 350,000 active. AID 485281, 2010; also: potency is read from the fitted curve at half-maximal effect; % is scaled to controls: 0 for no effect and ±100 for the full control effect; nearly all actives have a fitted effect of over 20% in size
Target sequence (P02791 2-175 limits assumed): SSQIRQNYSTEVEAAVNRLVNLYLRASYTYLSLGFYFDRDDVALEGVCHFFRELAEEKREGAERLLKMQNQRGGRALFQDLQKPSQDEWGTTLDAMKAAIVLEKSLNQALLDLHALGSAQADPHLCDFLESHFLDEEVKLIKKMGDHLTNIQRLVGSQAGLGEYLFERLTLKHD
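Horse-spleen apoferritin (10 uM) was mixed with 50% saturated 1-aminoanthracene in PBS, exposed to compounds for 10 min at room temperature, and read for fluorescence (ex 380 nm, em 535 nm). Competitive displacement was fitted with a four-parameter Hill equation.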
POLH inh: qHTS for Inhibitors of Polymerase Eta; AID 588591, 2011; recombinant Pol eta, fluorescent DNA replication assay; Potency, µM (doses to about 114 µM), for inactives: top-dose activity change, negative = inhibition, usual class: inhibitors; 1.2% of 390,000 active; DNA polymerase eta (Homo sapiens), Q9Y253; also: potency is read from the fitted curve at half-maximal effect; % is scaled to controls: 0 for no effect and ±100 for the full control effect
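Pol eta at 10 nM preincubated with compounds 15 min at room temperature; reaction started with fluorescent substrate (50 nM final) and read kinetically at 0 and 10 min.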
APE1 inh: qHTS Assay for Inhibitors of the Human Apurinic/apyrimidinic Endonuclease 1 (APE1) | recombinant APE1, TAMRA/BHQ-2 abasic DNA cleavage fluorescence | 0.35% of 350,000 active | DNA repair nuclease/redox regulator APEX1 (Homo sapiens), P27695 | Potency, µM (highest dose often 65.8 µM), inactives show at the highest dose activity change, negative = inhibition, most hits filed as inhibitors;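 also: potency is read from the fitted curve at half-maximal effect; plate controls were vehicle for no effect and reference inhibitor for full effect; nearly all actives have a fitted effect of over 55% in size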
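Measures dequenching upon AP-site incision of a 5'-TAMRA/3'-BHQ-2 THF-containing duplex, 50 nM; human APE1 0.75 nM after 15 min room-temperature exposure to compound; kinetic three-point read at one-minute spacing.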
Starred values were filed as active, the others as inactive; i = inactive; ? = inconclusive; / = not tested or not shown; & = joins results of further samples; [ ] = dose if it differs, or a comment. Unless noted, calls follow the shape of the dose curve; as a rule, active = well fitted curve in the direction sought with a large enough effect; inconclusive = small, poorly fitted or top-dose-only effect, or another doubt; inactive = no such curve, though single readings can be large; an effect the other way counts as inactive or inconclusive. A portion of the library; rates above refer to the full screens.

entry	compound	RXFP1 antagonist	APE1 inh	BLM helicase inh	POLH inh	POLB inh	POLK inh	POLI inh	PGK inhibitor	Anesthetic bind
1	Cc1cc(C(=O)NC(=S)Nc2cccc(NC(=O)C(C)C)c2)ccc1[N+](=O)[O-]	17.1	-6.5%	4.7%	-7.8%	-1.5%	-5.0%	7.5%	-2.7%	-20.3%
2	COCC(C)N=CC1=C(O)CC(C)(C)CC1=O (stereo not drawn)	10.4	-2.5%	-0.7%	-2.4%	-9.8%	-9.0%	-11.3%	/	-7.2%
3	CCCCCCCNC(=O)C1(CC2CC(c3ccccc3)=NO2)CCNCC1 (stereo not drawn)	/	9.0%	/	-13.3%	/	-4.3%	24.3%	-8.2%	/
4	O=C(c1ccccc1)N1CCn2c1nc1ccccc12	-18.3	3.7%	-0.8%	-6.9%	3.1%	-0.6%	93.2%[activator]	12.8%	-5.6%
5	Cc1cc(C)c2c(n1)SCCN2C(=O)Nc1ccc(C(=O)Nc2cc(Cl)ccc2C)cc1	-2.8	/	-1.2%	-19.2%	-8.4%	2.9%	31.1%[activator]	i	-6.8%
6	CNC(=O)c1c2c(nc3ccc(Br)cc13)CCCC2	4.1	-4.7%	1.3%	-1.3%	-20.9%	-13.3%	22.8%	-2.9%	-18.5%
7	CCCCNC(=O)Cn1cnc2sc(C)c(S(=O)(=O)N3CCN(c4ncccn4)CC3)c2c1=O	1.7	-0.7%	-3.6%	5.0%	-1.8%	-6.8%	15.4%	-2.8%	-10.1%
8	C=CCn1c(=O)c(C(=O)Nc2ccc(C)cn2)c(O)c2ccccc21	8.1	12.3%	-2.5%	-24.7%	20.0%	-6.0%	8.5%	1.2%	-9.0%
9	CCC1=C(OC(=O)N(CC)CC)N2C(=O)OC(=NCCc3c[nH]c4ccccc34)[C@]2(Cc2ccccc2)[C@H]2C1=CC[C@H]1C(=O)N(CC(=O)OC)C(=O)[C@H]12	/	24.4%&-1.8%	-24.1%&-15.5%	-17.6%	-25.1%	2.6%	20.4%	-1.7%	-9.2%&-13.6%
10	O=[N+]([O-])c1cccc(S(=O)(=O)c2ccc(NCCOCCO)c([N+](=O)[O-])c2)c1	7.1	24.5%	-1.9%	0.5%	53.4%	-12.0%	-8.0%	5.3%	-4.7%
11	O=C(Nc1ccc(C(F)(F)F)cc1)C1(c2cccs2)CCOCC1	/	/	-1.2%	-13.6%	18.5%	-7.3%[60.1 µM]	-15.5%	-10.5%	4.7%
12	O=c1cc(CN2CCN(Cc3ccccc3)CC2)c2cc(Cl)ccc2o1	-10.0	-0.3%	-0.4%	-18.3%	12.2%	-5.4%	20.5%	i	-7.4%

More structures
entry	compound	RXFP1 antagonist	APE1 inh	BLM helicase inh	POLH inh	POLB inh	POLK inh	POLI inh	PGK inhibitor	Anesthetic bind
13	COc1ccc(N(CC(=O)Nc2ccccc2F)S(=O)(=O)c2ccc(C)c([N+](=O)[O-])c2)cc1	-2.2	0.0%	-8.9%	-1.2%	-0.6%	-5.5%	1.8%	-1.8%	?
14	Cc1ccc(NC(=O)CN2C(=O)N/C(=C\c3cccnc3)C2=O)cc1	-2.2	0.7%	-13.4%	-1.0%	21.6%	0.3%	24.3%	-2.6%	-4.2%
15	COc1ccccc1CNC(=S)Nc1ccc2nc(N3CCN(C)CC3)cc(C)c2c1	-5.6	-6.0%	-7.5%	-14.6%	-2.7%	-0.9%	-4.6%	-3.4%	-3.3%
16	COc1ccc(/C=N/NC(=O)c2cccc(NC(=O)c3ccccc3Cl)c2)c(OC)c1	-17.5	6.5%	-8.4%	0.9%	-5.5%	-12.8%	54.5%[activator]	3.5%	-2.0%
17	Cc1ccc(-n2c(=O)c3oc4ccccc4c3n(Cc3cccc(F)c3)c2=O)cc1C	4.3	/	-5.4%	-22.4%	2.8%	-21.0%	0.2%	-0.3%	2.3%
18	COc1ccc(-c2c(NC(=O)CC(C)C)n(C)c3ccccc3c2=O)cc1OC	1.2	67.6%[activator]	1.9%	-9.9%	6.6%	4.6%	30.6%	i	-1.7%
19	CC(C)Nc1nc(-c2cccnc2)nc(-c2ccccc2)c1C#N	4.8	18.0%	-5.8%	3.1%	1.8%	-6.0%[60.1 µM]	11.1%	-9.8%	-2.4%
20	O=C(COC(=O)c1cccs1)Nc1ccccc1C(F)(F)F	3.4	-5.3%	-5.9%	-11.1%	1.8%	7.4%	31.9%[activator]	-7.4%	-9.1%
21	Cc1ccc(NC(=O)CN2C(=O)NC(C)(CC(C)C)C2=O)cc1F (stereo not drawn)	-8.1	6.3%	/	0.3%	/	0.6%	20.4%	-3.8%	/
22	COc1ccc(C)cc1N(C(=O)c1ccccc1)c1nc2ccccc2s1	-6.7	-7.6%	-6.4%	-17.0%	2.0%	-1.8%	12.8%	-4.8%	2.9%
23	CC(=O)c1c(C)[nH]c(C(=O)CSc2nnc(-c3cccs3)n2Cc2ccccc2)c1C	-23.7	12.8%	-2.6%	-5.6%	-0.3%	-4.8%	-4.9%	-0.9%	?
24	COc1ccc(-n2cc(-c3ccc(Cl)cc3)[nH]c2=S)cc1	?	-2.1%	0.5%	-5.5%	-0.6%	7.8%	32.7%[activator]	-0.1%	-1.5%

New compounds follow:
entry	compound	RXFP1 antagonist	APE1 inh	BLM helicase inh	POLH inh	POLB inh	POLK inh	POLI inh	PGK inhibitor	Anesthetic bind
25	Cc1onc(-c2c(F)cccc2Cl)c1C(=O)N1CCCc2ccccc21	-4.8	-3.6%	-4.7%	-10.6%	14.1%	-2.6%	9.1%	-1.1%	?
26	O=C(/C=C/c1cccc(Cl)c1)N1CCC(Cc2ccccc2)CC1	-10.0	-6.6%	-8.2%	?	-15.3%	-12.2%	17.1%	-8.8%	-21.0%
27	Cc1ccccc1N1CCN(c2ncnc3scc(-c4cccs4)c23)CC1	-8.7	-0.8%	-4.0%	-8.6%	9.3%	-14.0%	2.0%	-1.3%	-16.3%
28	COc1ccc(S(=O)(=O)N(CC(=O)NCc2ccco2)c2ccccc2)cc1OC	5.1	-1.6%	-2.1%	16.1%	-2.6%	-4.2%	8.7%	-3.2%	-7.0%
29	N#Cc1ccc(C(=O)Nc2nnc(-c3ccco3)o2)cc1	-12.2	0.2%	-6.4%	-8.5%	0.3%	0.6%	84.7%[activator]	-7.2%	-5.8%
30	O=C1NN(c2ccc(Br)cc2)C(=O)/C1=C\c1ccc(O)cc1O	-11.1	6.0%	-8.3%	4.1%	3.4%	-38.2%	?	-0.9%	-15.8%
31	CCOC(=O)C1(C)C=C(Nc2ccc(O)cc2)C(=O)N1c1ccc(O)cc1 (stereo not drawn)	-0.7	2.4%	-19.8%	-18.2%	11.8%	-13.6%	22.4%	-2.8%	2.8%
32	COc1ccc(-c2cc(C(=O)Nc3c(C)nn(Cc4ccc(Cl)cc4)c3C)no2)cc1	0.6	2.9%	0.8%	-8.0%	8.1%	-2.5%	9.9%	-5.8%	-21.3%
33	Cc1cc(C)c(C(=O)CSc2nnc(N)s2)c(C)c1	-2.6	-1.7%	-3.7%	-20.3%	?	-14.3%	16.6%	-4.5%	-21.8%
34	COc1ccccc1C(=O)N/N=C/c1ccc(Cl)s1	-11.9	?	1.4%	-13.6%	6.1%	2.6%	12.0%	i	4.2%
35	CC(=O)N(CC(C)(C)CC=C(C)C)c1ccccc1	/	-0.6%	-8.5%	/	-21.0%	/	/	/	?
36	CCCNC(=O)/C=C/c1ccc(S(=O)(=O)Nc2ccccc2OC)cc1	2.9	-2.1%	-2.2%	-13.8%	0.5%	6.6%	9.4%	-1.3%	?

Two entries from above, set out differently.
#34 COc1ccccc1C(=O)N/N=C/c1ccc(Cl)s1
#35 CC(=O)N(CC(C)(C)CC=C(C)C)c1ccccc1

screen / no. | 34 | 35
RXFP1 antagonist | -11.9 | /
APE1 inh | ? | -0.6%
BLM helicase inh | 1.4% | -8.5%
POLH inh | -13.6% | /
POLB inh | 6.1% | -21.0%
POLK inh | 2.6% | /
POLI inh | 12.0% | /
PGK inhibitor | i | /
Anesthetic bind | 4.2% | ?

Additional structures follow:
entry	compound	RXFP1 antagonist	APE1 inh	BLM helicase inh	POLH inh	POLB inh	POLK inh	POLI inh	PGK inhibitor	Anesthetic bind
37	Cc1ccc(NC(=O)C(=O)NCc2ccco2)c(C)c1	-5.5	-0.5%	-3.2%	-16.1%	28.8%	1.1%	20.6%	0.8%	-18.5%
38	Nc1cc(OCc2ccccc2)ccc1OCc1ccccc1	-9.4	/	/	-21.3%	/	-20.7%	-4.4%	-6.9%	/
39	O=C(O)c1ccc(COc2ccc(Cl)cc2)o1	3.9	14.5%	-0.2%	1.1%	27.5%	-8.4%	?	2.4%	3.0%
40	CCOC(=O)c1nn(-c2ccccc2)c(C#N)c1NC(=O)c1nn(CC)cc1Br	-2.0	4.9%	-0.8%	-3.8%	3.3%	-8.0%	-8.1%	-3.6%	-4.9%
41	CN1CCC2(CC1)NC(=O)NC2=O	-4.4	2.0%	-3.8%	13.4%	-1.5%	-4.4%	8.1%	i	-6.2%
42	CCOC(=O)C1=CN(Cc2ccco2)S(=O)(=O)N(C)C1c1ccc(C(F)(F)F)cc1 (stereo not drawn)	/	-24.6%	/	-12.2%	/	-11.0%	-19.0%	-10.0%	/
43	COc1ccc(NC(=O)c2cnc(NS(=O)(=O)c3ccccc3)nc2)cc1	-6.7	26.1%[12.4 µM]	0.3%	-14.8%	5.9%	-6.6%	21.5%	-0.8%	3.7%
44	Cc1cccc(C)c1NC(=O)C(NC=O)c1ccc(Cl)cc1 (stereo not drawn)	-7.1	-2.0%	0.1%	-15.3%	-14.2%	-0.7%	26.0%	2.2%	-3.7%
